ssDAF-12 act – activates DAF-12 receptor from parasite S. stercoralis; HEK293 ssDAF-12/GRIP1 lit1-tk-luc reporter, luminescence; % of 3 µM dafachronic acid response; activation, % at 6.8 µM; 1% of 370,000 active; AID 652126;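 active = activation above the mean over all tested compounds plus 3 SD, cut at about 0.9% in these data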;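 also: 0% = DMSO-only wells and 100% = 3 µM delta7-dafachronic acid wells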
NPR2 activator – GC-B (human) receptor activation | P20594 | HEK293-GC-B cells, CNP EC30, cGMP TR-FRET; 0% at EC30 CNP, 100% saturating CNP | activation, % at 10 µM | 0.11% of 370,000 active | AID 1920062;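 active = activation at 10 µM reaching about 35% in either raw or pattern-adjusted values, limit read from the data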
Target sequence (P20594 whole entry, looked up): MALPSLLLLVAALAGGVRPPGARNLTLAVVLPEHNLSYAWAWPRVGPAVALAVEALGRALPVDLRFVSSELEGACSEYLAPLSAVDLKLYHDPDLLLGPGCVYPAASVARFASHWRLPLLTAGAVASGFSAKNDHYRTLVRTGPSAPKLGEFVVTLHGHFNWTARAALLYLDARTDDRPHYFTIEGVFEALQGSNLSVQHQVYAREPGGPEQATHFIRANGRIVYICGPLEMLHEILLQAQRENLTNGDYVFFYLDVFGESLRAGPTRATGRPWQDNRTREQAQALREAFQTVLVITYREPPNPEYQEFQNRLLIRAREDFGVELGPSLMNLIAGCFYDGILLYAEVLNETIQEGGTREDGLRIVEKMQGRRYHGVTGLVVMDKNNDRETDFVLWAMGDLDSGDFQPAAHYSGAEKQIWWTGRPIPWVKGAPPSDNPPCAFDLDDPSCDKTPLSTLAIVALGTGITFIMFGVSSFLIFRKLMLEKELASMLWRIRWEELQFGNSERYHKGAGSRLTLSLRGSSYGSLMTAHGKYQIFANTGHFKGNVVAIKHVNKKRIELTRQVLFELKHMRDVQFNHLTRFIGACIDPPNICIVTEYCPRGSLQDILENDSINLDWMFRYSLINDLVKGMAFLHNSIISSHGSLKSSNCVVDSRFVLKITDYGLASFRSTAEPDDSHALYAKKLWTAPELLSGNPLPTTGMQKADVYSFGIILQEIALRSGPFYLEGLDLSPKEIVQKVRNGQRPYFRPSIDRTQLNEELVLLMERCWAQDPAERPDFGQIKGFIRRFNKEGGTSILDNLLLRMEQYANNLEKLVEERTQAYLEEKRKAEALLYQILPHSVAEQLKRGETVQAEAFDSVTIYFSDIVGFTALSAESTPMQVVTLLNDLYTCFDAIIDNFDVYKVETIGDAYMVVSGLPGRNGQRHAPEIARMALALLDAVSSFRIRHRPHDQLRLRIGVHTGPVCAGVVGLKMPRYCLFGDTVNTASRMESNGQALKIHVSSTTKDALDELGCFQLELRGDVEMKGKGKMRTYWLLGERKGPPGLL
SMARCA2 act – SMARCA2 function activation, primary screen. MG213 cells, MMTV-luciferase reporter, dexamethasone, overnight. activation, % at 9.1 µM. 1% of 370,000 active; in the data active = activation above about 7.8%;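 also: 0% = vehicle wells and 100% = reference activator wells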
FXN GAA850 act – increases GAA850 frataxin promoter reporter activity | HEK293 lucGAA850 FXN promoter luciferase reporter, 24 h; percent of 10 µM SAHA response | activation, % at 6 µM | 0.56% of 360,000 active | AID 540364;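 active = activation above the average of all compounds screened plus 3 SD, cutoff fixed separately per campaign, cut at about 7.5% in these data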;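 also: 0% = DMSO wells and 100% = 10 µM SAHA wells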
DAX1 inh-1 – DAX1 (NR0B1) inhibition, primary screen; AID 652010; 1.1% of 370,000 active; HEK293T StAR-luciferase reporter, SF-1/DAX-1 repression relief; inhibition, % at 6.8 µM;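 active = inhibition above the mean over all tested compounds plus 3 SD, cut at about 3.6% in these data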;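 also: 0% = DAX-1 cells with DMSO and 100% = cells lacking DAX-1 with DMSO; higher inhibition means more luminescence from relief of DAX-1 repression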
HGIII-sPLA2 inh – Inhibits HGIII-sPLA2 liposome hydrolysis, primary screen; inhibition, % at 12.2 µM; QFRET BODIPY PC-A2 liposome hydrolysis, fluorescence; 0.56% of 370,000 active; AID 743126;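 active = inhibition above mean plus 3 SD of compounds lying within the high and low control bounds, cut at about 19% in these data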;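 also: 0% = median of test compound wells and 100% = no enzyme DMSO wells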
DAX1 inh-2 – inhibitors of human orphan nuclear receptor DAX1 (NR0B1) | inhibition, % at 6.75 µM | HEK293 Gal4-DAX1 luciferase reporter, luminescence | AID 504766 | 0.99% of 340,000 active;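 active = inhibition above the mean over all tested compounds plus 3 SD, cut at about 4.2% in these data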;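 also: 0% = DAX1-transfected cells with DMSO and 100% = empty-vector control cells with DMSO; inhibition shows as a rise in luminescence from relieved DAX1 repression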
NPR1 activator – GC-A (human) enzyme activation; HEK293 GC-A cells, cGMP TR-FRET, EC30 ANP; 0% at EC30 ANP, 100% saturating ANP; P16066; 0.14% of 370,000 active; activation, % at 10 µM; in the data active = activation above about 40%
hgDAF-12 ag – activates the H. glycines DAF-12 receptor ligand-binding domain; HEK293 GAL4-hgDAF12 UAS-luciferase reporter, agonist luminescence; normalized to butyrate control; activation, % at 6.8 µM; AID 687014; 1.8% of 370,000 active;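 active = activation above a cutoff set at the mean of all screened compounds plus 3 SD, cut at about 10% in these data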;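 also: 0% = DMSO wells and 100% = sodium butyrate wells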
KLK7 zymogen act – proKLK7 (human) activation, primary screen; activation, % at 7 µM; purified proKLK7, EDANS-DABCYL substrate fluorescence; 100% is mature enzyme control, 0% vehicle; P49862; 0.9% of 370,000 active;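 active = activation above the mean of all tested compounds plus 3 SD, computed per campaign excluding outliers beyond control limits, cut at about 13% in these data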
hcDAF12 agonist – activates DAF-12 receptor from parasite H. contortus. activation, % at 6.8 µM. 1.4% of 370,000 active. HEK293 hcDAF-12 lit1-tk-luc reporter, luminescence; 0% DMSO, 100% Δ7-dafachronic acid. AID 652067;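 active = activation above the mean of all tested compounds plus 3 SD, cut at about 5.5% in these data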;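 also: 100% = response to 3 µM Δ7-dafachronic acid high control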
Numbers without * were called inactive; nt = not tested or not shown.

SMILES | ssDAF-12 act | NPR2 activator | SMARCA2 act | FXN GAA850 act | DAX1 inh-1 | HGIII-sPLA2 inh | DAX1 inh-2 | NPR1 activator | hgDAF-12 ag | KLK7 zymogen act | hcDAF12 agonist
CCOc1cc(/C=C/c2cc(C(F)(F)F)[nH]c(=O)n2)ccc1O | -1.8 | -8.4 | -0.4 | 0.4 | -1.1 | -14.4 | -2.6 | -1.6 | -6.9 | 6.8 | -4.1
CCOC(=O)c1c(O)c2cccc3c2n(c1=O)CC3 | -1.5 | 5.8 | -2.5 | 0.0 | 0.1 | 8.4 | 0.4 | 2.9 | -0.6 | -0.3 | -2.0
O=C(Cn1c(NCCO)nc2ccccc21)c1ccccc1 | -0.8 | -0.7 | -1.8 | 1.1 | 0.6 | -6.1 | 1.2 | -4.1 | -3.3 | 0.4 | -0.1
CCCCn1c(=N)n(CC(=O)c2ccc(OC)cc2)c2ccccc21 | -1.4 | -3.3 | 9.4* | nt | -0.3 | -24.4 | nt | -5.5 | 0.1 | -0.1 | -0.1
CCN1CCCC(OC(=O)c2cc(-c3ccc(C)cc3)nc3ccccc23)C1 (stereo not given) | -1.2 | -5.1 | 0.4 | 3.2 | 1.6 | -9.2 | -0.5 | 2.4 | 2.4 | -9.6 | 1.6
COC(=O)CC1=C(C(=O)OC)C(c2ccc3c(c2Cl)OCO3)C(C#N)=C(N)O1 (stereo not given) | -1.1 | -1.8 | 0.0 | -3.2 | -1.4 | -20.5 | 0.2 | -3.6 | 0.9 | 1.4 | -0.6
Cc1cc(C)c(C)c(OCC(=O)O/N=C(\N)c2cccnc2)c1 | -0.5 | -1.5 | -1.0 | -0.4 | -0.8 | 0.0 | -1.6 | -1.5 | 1.4 | 0.0 | 1.8
c1cn(CCCNc2ncnc3nc[nH]c23)cn1 | -1.0 | -4.4 | -4.0 | 0.3 | -0.3 | 10.9 | 0.3 | 10.7 | -0.6 | 0.1 | 0.6
CSc1ccccc1NC(=O)c1ccncc1 | -1.3 | 8.8 | -1.1 | 0.7 | 0.3 | 2.1 | 0.0 | 5.9 | 2.3 | 0.0 | 2.7
O=C(Nc1ccc(F)cc1)C(c1ccnc2ccccc12)N1CCN(CC(=O)N2CCCC2)CC1 (stereo not given) | -1.3 | 0.7 | -0.8 | nt | -1.9 | -0.7 | nt | 5.1 | -1.8 | 0.3 | -0.1
O=C(NNc1nc2c(F)cc(F)cc2s1)C1COc2ccccc2O1 (stereo not given) | -1.4 | -0.3 | -1.8 | 1.7 | -0.4 | 4.5 | -0.3 | 0.4 | -0.6 | -0.2 | -0.3
COc1ccc(CCn2c(=N)c(C(=O)NCC3CCCO3)cc3c(=O)n4cccc(C)c4nc32)cc1 (stereo not given) | -1.6 | 0.6 | 0.8 | 2.4 | -4.6 | 2.6 | 0.2 | 15.6 | -2.6 | -0.5 | -2.5
CCN1CCN(C(=O)Nc2ccc(OC)cc2OC)CC1 | -1.6 | 2.4 | 1.5 | 0.2 | -0.5 | 0.6 | -0.3 | -2.5 | 3.4 | 0.5 | -0.2
Cc1cc(/C=C2\C(=N)N3N=CSC3=NC2=O)c(C)n1Cc1ccccc1 | 0.4 | -0.3 | 3.3 | 3.7 | 2.2 | -2.0 | 5.4* | 1.4 | 6.7 | -0.6 | 3.3
COCCNC(=O)C(C#N)c1nc2ccccc2nc1N1CCCCCC1 (stereo not given) | -1.1 | 1.4 | -3.2 | 0.3 | -0.5 | -5.3 | -1.2 | 2.0 | -0.5 | 4.8 | -0.6
CC(C)Cc1ccc(S(=O)(=O)N2CCCC2)cc1 | -0.7 | -1.0 | 2.0 | 1.8 | -0.6 | -5.7 | 1.7 | 2.0 | -0.5 | 0.1 | 1.2
Cc1ccc(Cc2nnc(SCC(=O)Nc3ccccc3C)[nH]c2=O)cc1 | -1.0 | -0.2 | 1.1 | -0.6 | 1.7 | -0.6 | 4.0 | -0.4 | 2.0 | 0.2 | 1.4
COc1ccc(S(=O)(=O)N2CC3CCCN3c3cc(C(F)(F)F)ccc32)cc1 (stereo not given) | -0.4 | -1.5 | -1.7 | -0.9 | 0.2 | 0.3 | 0.3 | 3.8 | 1.4 | -0.2 | -2.1
CC(O)C(NS(=O)(=O)c1ccc(Cl)cc1)C(=O)OCc1nnc(-c2ccccc2)o1 (stereo not given) | -1.0 | 0.9 | 0.5 | 1.8 | 0.0 | -10.4 | -0.9 | -0.5 | 0.0 | -0.3 | -1.0
Cc1ccc(C)c(NC(=O)COC(=O)c2cccc(S(=O)(=O)N3CCCCC3)c2)c1 | -1.1 | -3.5 | 0.1 | 1.7 | -1.0 | 3.6 | 1.9 | -1.8 | 4.8 | 0.3 | -0.8
CCOC(=O)c1cnc(/N=C/N(C)C)s1 | -1.3 | 7.3 | 7.9* | 2.2 | -0.3 | -2.8 | -0.5 | 3.7 | 1.2 | -0.5 | -1.8
COc1ccc(C(=O)CSc2nc3ncccc3[nH]2)cc1OC | -1.1 | -7.7 | -2.7 | 1.4 | 0.4 | -10.0 | nt | -0.3 | -1.4 | 0.0 | -0.8
CCc1nnc(NC(=O)CSc2ccc(-c3ccco3)nn2)s1 | -1.5 | -0.1 | -2.5 | 1.0 | 2.0 | 4.0 | 0.0 | -2.5 | -1.9 | 0.1 | 0.1
CC(C)C(OC(=O)c1cccs1)C(=O)NCc1cccs1 (stereo not given) | -1.4 | -5.5 | -1.7 | 1.2 | 0.5 | -0.8 | 0.2 | -7.0 | 0.0 | -0.4 | -1.5
CCc1c(C)c2ccc(OC(C)C(=O)NC(Cc3c[nH]c4ccc(O)cc34)C(=O)O)c(C)c2oc1=O (stereo not given) | -1.8 | -11.6 | -2.6 | -0.4 | 0.5 | -19.2 | 3.1 | 3.8 | 3.2 | -7.8 | -2.5
NNC(=O)c1cc2c(s1)CCCCCC2 | -1.6 | 6.2 | -1.7 | -4.7 | -0.9 | -1.6 | -1.0 | 0.3 | 4.1 | -0.8 | -2.0
O=C(c1cc([N+](=O)[O-])ccc1Cl)N1CCN(Cc2ccc3c(c2)OCO3)CC1 | -1.7 | -1.6 | -3.2 | -0.7 | -0.2 | -0.5 | 0.7 | -2.7 | -1.3 | 0.2 | -1.3
Cn1nnnc1SCC(=O)NC1CCCCC1 | -1.0 | -1.2 | 0.3 | -0.4 | -0.3 | -8.1 | -0.3 | -0.6 | -0.8 | 0.3 | -1.5
CCOC(=O)Cc1csc(NC(=O)C(NC(=O)C2CCC(C)CC2)C(C)C)n1 (stereo not given) | -1.3 | 0.4 | -3.3 | -0.4 | -0.4 | -1.6 | -1.8 | 0.3 | -1.4 | -0.7 | -0.3
CN(C)CCCSc1nc(-c2ccccc2)nc2c1CCC2 | -0.6 | -16.6 | 0.7 | -0.2 | -0.1 | -14.6 | 1.2 | 2.2 | 2.7 | -0.8 | -2.5
Cc1ccc(OCc2ccc(C(=O)Nc3nccs3)o2)cc1 | -1.0 | -5.5 | -0.7 | 3.4 | 0.2 | 2.5 | -1.5 | 2.8 | 3.6 | 0.6 | 0.1
CCN(C[C@H]1N[C@@](Cc2ccccc2)(C(=O)OC)[C@H]2C(=O)N(C)C(=O)[C@@H]12)S(=O)(=O)c1ccc(-c2ccccc2)cc1 | -1.5 | -0.1 | 2.5 | -2.8 | 0.5 | -8.0 | -0.1 | -2.1 | -1.2 | 0.8 | -0.9
CCOC(=O)CNC(=O)N(C)[C@H]1C[C@H]2c3[nH]c4c(-c5ccc6c(c5)OCO6)cccc4c3CCN2C(=O)[C@H]1[C@H](C)O | -1.2 | 2.8 | -1.5 | nt | -0.7 | -16.0 | nt | -3.2 | -1.8 | -2.9 | -1.9
COCc1cccc(-c2csc(C(O)c3ccc(F)c(F)c3)n2)c1 (stereo not given) | -1.4 | 0.8 | -1.5 | -2.8 | -3.5 | -13.8 | nt | 2.8 | 0.2 | -0.8 | -1.7
CCSC1=C(C#N)C2(CCCCC2)C2=C(CC(C)(C)CC2=O)N1 | -0.7 | 1.2 | 1.7 | -0.8 | -0.7 | 7.6 | -0.3 | 1.3 | 0.3 | -0.1 | -1.7
COc1ccc(C2(C)NC(=O)N(CC(=O)Nc3ccc(S(=O)(=O)N4CCCC4)cc3)C2=O)cc1 (stereo not given) | -1.4 | 1.6 | -2.4 | -2.5 | -0.8 | -15.7 | -1.2 | 0.5 | -2.2 | 0.8 | 1.1
COc1ccc(Cl)cc1N/C(N)=N/c1nc(C)cc(=O)[nH]1 | -0.8 | -0.2 | 0.8 | 3.1 | -0.1 | 8.3 | 1.2 | 1.4 | -1.6 | 0.1 | -1.1
CCOC(=O)c1ccc(NC(=O)CSc2nc3c(c(=O)n2-c2ccccc2OC)SCC3)cc1 | -1.1 | 5.5 | -0.6 | -1.8 | -1.7 | -0.2 | -0.5 | -0.3 | 3.8 | 0.2 | 1.4
COc1cccc(C2C(C(=O)Nc3ccc(C)cc3C)=C(C)Nc3ncnn32)c1OC (stereo not given) | -1.4 | -3.4 | -2.6 | -1.2 | -0.5 | 9.8 | 2.7 | -5.0 | 1.7 | -0.3 | -0.6
Cc1ccc(N2CC(C(=O)OCc3ccc([N+](=O)[O-])cc3)CC2=O)cc1 (stereo not given) | -1.4 | -6.2 | -1.8 | -0.1 | -0.4 | 3.3 | 1.4 | -0.1 | 0.0 | 0.0 | -0.4
CC(C(=O)Nc1ccc2c(c1)OCO2)N(C)CC(=O)Nc1ccc(Cl)cc1 (stereo not given) | -0.5 | -3.6 | -1.3 | 0.3 | -0.2 | 2.7 | 1.2 | -0.5 | 0.3 | 0.3 | 0.8
O=C(O)C(c1ccccc1)C(c1ccccc1)c1ccccc1 (stereo not given) | -1.0 | -1.0 | 0.0 | 1.8 | 0.0 | 4.2 | 1.0 | -1.2 | -1.7 | 0.1 | -2.3
O=C(Nc1ccccc1Cl)c1ccc([N+](=O)[O-])o1 | -1.6 | 1.6 | 9.0* | 1.3 | -1.8 | -1.7 | -1.0 | 2.0 | -4.5 | 0.2 | -2.4
Clc1cccc(Oc2ncccn2)c1 | -1.6 | -2.0 | 2.8 | -0.3 | -0.7 | 2.1 | 0.9 | -1.6 | -0.8 | -0.7 | -0.7
Cc1ccc2nc(NC(=O)c3cccc(-c4cc5ccccc5oc4=O)c3)sc2c1 | -0.6 | -4.7 | 5.1 | nt | 2.4 | 0.7 | nt | 1.8 | 4.8 | -0.4 | 2.0
CC(=O)c1ccc(-n2ccc(=O)cc2)cc1 | -1.1 | 3.8 | -2.0 | 1.6 | 0.0 | 10.1 | 0.1 | 5.8 | -1.3 | 0.6 | -0.3

Three compounds already listed, arranged by the value under HGIII-sPLA2 inh, ascending.
molecule	ssDAF-12 act	NPR2 activator	SMARCA2 act	DAX1 inh-1	HGIII-sPLA2 inh	DAX1 inh-2	NPR1 activator	KLK7 zymogen act	hcDAF12 agonist
O=C(Nc1ccccc1Cl)c1ccc([N+](=O)[O-])o1	-1.6	1.6	9.0*	-1.8	-1.7	-1.0	2.0	0.2	-2.4
Cc1ccc2nc(NC(=O)c3cccc(-c4cc5ccccc5oc4=O)c3)sc2c1	-0.6	-4.7	5.1	2.4	0.7	nt	1.8	-0.4	2.0
Clc1cccc(Oc2ncccn2)c1	-1.6	-2.0	2.8	-0.7	2.1	0.9	-1.6	-0.7	-0.7

Source: PubChem BioAssay

Outcome played no part in choosing rows; any-hit rate near 6.7%.
